# MsrA inh = bovine MsrA inhibition | purified bovine MsrA, absorbance read-out | inhibition, % at 15.5 µM | 360,000 tested, 0.75% active; in the data active means inhibition above about 4.5%;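 further: 0% = vehicle wells with enzyme and 100% = reference inhibitor wells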
# CSN deneddyl inh = blocks human CSN-mediated cullin deneddylation; Purified CSN, SCF-Nedd8-OG deneddylation, fluorescence polarization; inhibition, % at 12.5 µM; 360,000 tested, 0.38% active; AID 651999;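 active means pattern-corrected inhibition above about 35%, with an unprinted fluorescence ratio check between 0.5 and 1.5, limit read from the data, passing the limit was not always enough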;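 further: 0% = enzyme with substrate and 100% = substrate without enzyme; some results filed as inactive read as strong as hits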
# Target sequence (Q92905 whole entry, looked up, one chain of several): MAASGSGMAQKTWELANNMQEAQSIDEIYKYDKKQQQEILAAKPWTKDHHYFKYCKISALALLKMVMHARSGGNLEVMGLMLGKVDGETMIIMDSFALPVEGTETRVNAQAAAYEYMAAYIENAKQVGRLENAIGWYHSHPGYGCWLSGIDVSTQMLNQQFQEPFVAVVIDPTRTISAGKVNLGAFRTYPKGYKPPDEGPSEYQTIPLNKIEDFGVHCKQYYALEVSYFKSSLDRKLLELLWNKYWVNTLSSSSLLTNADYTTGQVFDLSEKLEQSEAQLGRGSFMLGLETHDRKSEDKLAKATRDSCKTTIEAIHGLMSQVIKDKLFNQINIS
#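 Assay system: Purified human Csn5 enzyme expressed in HEK293T cells | Amount: Enzyme 0.24 nM | Measured by: Fluorescence polarization readout | Medium: Tris/NaCl/DTT buffer, pH 7.5 | Compound dosing: One concentration, 12.5 µM, 0.25% DMSO | Times: 90 min incubation of compound, enzyme and substrate at room temperature | Control set: no-enzyme wells high, enzyme-with-substrate wells low | Read-out: % inhibition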
# MsrA act = activates bovine MsrA enzyme. 360,000 tested, 0.3% active. AID 602163. activation, % at 10.6 µM. purified bovine MsrA, absorbance read-out; in the data active means activation above about 7.5%;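 further: 0% = vehicle and 100% = reference activator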
# PABP1 MLLE inh = blocks PAM2 peptide binding to the PABP1 MLLE domain; AID 588489; inhibition, % at 20 µM; P11940; GST-MLLE / FITC-PAM2 fluorescence polarization; 360,000 tested, 0.36% active; in the data active means inhibition above about 35%, passing the limit was not always enough;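 further: plate controls were DMSO wells with GST-MLLE for no effect and wells lacking GST-MLLE protein for full effect; some results filed as inactive read as strong as hits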
# E coli Lon inh = E. coli protease La inhibition; 360,000 tested, 0.42% active; purified E. coli Lon protease, fluorescence polarization; P0A9M0; inhibition, % at 7.94 µM; in the data active means inhibition above about 13%, passing the limit was not always enough;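 further: 0% = enzyme with probe and DMSO and 100% = no enzyme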
# FAS-TE inh = blocks the thioesterase domain of human fatty acid synthase | P49327 | recombinant FAS-TE, OMFH fluorogenic substrate, fluorescence endpoint | inhibition, % at 15 µM | 360,000 tested, 0.67% active | AID 602261;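 active means compounds whose normalised, plate-corrected inhibition of enzyme fluorescence in the single-dose primary screen is 50% or more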;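 further: 0% = DMSO with enzyme and 100% = substrate without enzyme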
# Neddylation inh = inhibitors of human cullin neddylation | P61081+Q13564 | calls only at 25 µM | TR-FRET cullin neddylation, biochemical | AID 651699 | 360,000 tested, 0.58% active; in the data active means inhibition above about 36%
# Target sequence (P61081 whole entry, looked up): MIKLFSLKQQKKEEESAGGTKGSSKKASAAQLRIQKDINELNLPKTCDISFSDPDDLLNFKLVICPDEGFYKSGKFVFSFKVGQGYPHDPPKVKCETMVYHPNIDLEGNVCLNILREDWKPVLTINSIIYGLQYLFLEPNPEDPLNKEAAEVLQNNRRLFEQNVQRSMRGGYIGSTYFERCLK
# Target sequence (Q13564 whole entry, looked up): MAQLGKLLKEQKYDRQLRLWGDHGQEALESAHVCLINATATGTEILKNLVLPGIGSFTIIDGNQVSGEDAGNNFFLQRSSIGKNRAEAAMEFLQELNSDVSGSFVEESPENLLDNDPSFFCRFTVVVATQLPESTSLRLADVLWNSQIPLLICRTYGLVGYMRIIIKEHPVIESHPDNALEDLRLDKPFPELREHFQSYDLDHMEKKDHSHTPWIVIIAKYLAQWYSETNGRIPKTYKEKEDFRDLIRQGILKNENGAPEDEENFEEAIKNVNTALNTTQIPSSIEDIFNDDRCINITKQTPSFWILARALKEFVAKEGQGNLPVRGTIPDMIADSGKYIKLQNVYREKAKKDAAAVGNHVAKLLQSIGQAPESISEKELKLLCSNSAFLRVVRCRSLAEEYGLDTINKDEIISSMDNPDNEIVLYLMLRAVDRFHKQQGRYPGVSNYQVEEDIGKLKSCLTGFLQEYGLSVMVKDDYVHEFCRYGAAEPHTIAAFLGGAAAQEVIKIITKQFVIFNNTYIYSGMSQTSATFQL
# Rin1 Abl inh = blocks binding of human Rin1 to Abl | 360,000 tested, 0.4% active | TR-FRET Rin1/Abl binding, biochemical | inhibition, % at 7.35 µM; in the data active means inhibition above about 5%, passing the limit was not always enough
# TbMetRS inhib = blocks T. brucei methionyl-tRNA synthetase activity | 360,000 tested, 0.4% active | inhibition, % at 11.9 µM | purified T. brucei MetRS, ATP depletion, Kinase-Glo luminescence;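 active means inhibition above a per-plate cutoff of the control wells' mean inhibition plus 3 SD, cut at about 5.5% in these data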;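 further: 0% = DMSO wells median and 100% = median of wells with control inhibitor compound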
#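 Dosing: 11.9 µM compound single dose, 0.9% DMSO; Assay system: purified T. brucei MetRS enzyme; Measured by: Kinase-Glo luciferase luminescence reporting remaining unconsumed ATP; Schedule: 15 min plus 2 h at 25 °C.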
# * hit, by the source's call; i = inactive; · = no result given; & = joins results of further samples.
SMILES,MsrA inh,CSN deneddyl inh,MsrA act,PABP1 MLLE inh,E coli Lon inh,FAS-TE inh,Neddylation inh,Rin1 Abl inh,TbMetRS inhib
Cc1nc(Nc2cccc(C(C)O)c2)c2nnn(Cc3ccc(F)cc3)c2n1 (stereo not drawn),1.5,-2,2,-16,10,0,i,-1,0.3
CC(=O)Nc1c(I)c(NC(C)=O)c(I)c(C(=O)O)c1I,-0.2&1.4,4&-4,-5&0,-25&-21,0&7,-7&0,i,1&0,-1.0&-1.0
C=CCn1c(SCC(=O)c2c(N)n(CCC)c(=O)n(C)c2=O)nnc1-c1ccncc1,0.3,-4,-1,-3,5,-1,i,-1,-0.5
CC1(C)Cc2ccccc2C(N/N=C/c2ccc([N+](=O)[O-])cc2)=N1,0.5,-4,-1,4,2,6,i,-1,-0.1
C/C(=N\Nc1nc(C)c(C)s1)c1ccc([N+](=O)[O-])cc1,1.3,12,-3,-115,-12,2,i,3,0.0
COCCn1c(=NC(C)=O)sc2cc([N+](=O)[O-])ccc21,2.0,-10,-1,-10,-3,1,i,-1,-0.2
Cc1c(CC(=O)N2C[C@H]3C[C@@H](C2)c2cccc(=O)n2C3)c(=O)oc2cc3occ(C(C)(C)C)c3cc12,2.0,1,-3,1,-4,-7,·,-5,-0.6
CC(=O)Nc1ccc(NC(=O)CS(=O)(=O)c2cn(CC(=O)N3CCC(C)CC3)c3ccccc23)cc1,1.0,-1,-2,13,2,-2,i,1,0.5
CC(=O)Nc1ccc(NC(=O)COC(=O)CCc2nc3ccccc3s2)cc1,0.9,-10,-1,-18,5,-1,i,-3,2.4
Cc1ccccc1OC(C)C(=O)NCCCN1CCOCC1 (stereo not drawn),3.0,2,-5,3,-2,-6,i,0,-0.4
O=C(NCCSc1c(-c2ccccc2)[nH]c2ccccc12)c1cc2ccccc2oc1=O,-1.2,4,-4,-2,5,23,i,1,0.2
CCC(C)NC(=O)Nc1ccc(C)cc1C (stereo not drawn),-0.5,0,0,8,-2,-1,i,2,-0.4
CCOC(=O)N1CCN(C(C(=O)NC2CCCC2)C(C)C)CC1 (stereo not drawn),-1.2,1,·,·,·,·,i,·,-0.5
O=C(c1cnc2n(c1=O)CCS2)N1CCCc2ccccc21,0.5,0,0,11,-3,-7,i,1,-0.7
CN1CCc2c(sc(NC(=O)C3COc4ccccc4O3)c2C(N)=O)C1 (stereo not drawn),0.2,1,-6,3,0,-5,i,3,0.2
Cc1c(C)c(C)c(S(=O)(=O)NCCc2ccccn2)c(C)c1C,-3.0,4,-3,-6,-1,-1,i,0,-0.3
CC1(C)CC2(CCO1)OC(=O)CC2C(=O)Nc1ccc(Cl)cc1[N+](=O)[O-] (stereo not drawn),-0.5,1,-3,8,11,-5,i,2,-0.1
CCc1cc(=O)oc2c(CNCc3ccccc3F)c(O)c(Cl)cc12,0.1,2,-5,0,-2,1,·,-1,-0.4
Cc1ccc(-n2c([S-])c(C(=O)NC(C)c3ccccc3)[n+]3ccccc23)cc1 (stereo not drawn),3.3,2,-5,-134,-9,6,i,1,-0.9
OC(C#Cc1ccccc1)(c1ccccc1)c1ccccc1,-0.5,2,-3,5,3,36,i,-1,-0.1
CC(=O)N1CCN(C(=S)c2ccc(-c3ccc(Cl)cc3)o2)CC1,1.2,5,-4,33,-3,0,i,-2,-0.7
Cc1ccc(NS(=O)(=O)c2ccc(C(=O)NCCCN3CCCC3=O)cc2)cc1C,-0.6,2,-2,-7,2,-8,i,0,-0.4
Cc1nc2ccccc2c2c1C(=O)N(Cc1cccnc1)C2=O,0.5,4,4,11,6,-3,i,-3,-0.6
O=C(NC(Nc1cc(C(F)(F)F)ccc1Cl)C(=O)c1ccccc1)c1ccccc1 (stereo not drawn),-0.4,1,-5,-15,-3,24,i,2,-0.4
O=C(Nc1ccccc1)Nc1ccccc1,0.3,0,-5,-3,2,-2,i,-1,-1.6
COC(=O)c1c(C)[nH]c(C(=O)OCC(=O)NC(C)(C)C)c1C,0.4,1,-2,-11,2,-6,i,2,-0.9
CCCC(=O)N1CCC1(C)C(=O)Nc1cc(OC)c(OC)c(OC)c1 (stereo not drawn),0.8,-1,0,-13,-1,-8,i,-4,-0.3
CN1CCN(c2ccc(NC(=O)CN3CCOCC3)cc2F)CC1,0.3,-9,-5,0,1,-1,i,1,-0.6
O=C(Cn1cnc2ccccc21)N/N=C/c1cccc([N+](=O)[O-])c1,0.6,-2,1,2,4,25,i,0,0.6
COC(=O)c1[nH]c2cc(OC)ccc2c1NC(=O)CCN1CCSCC1,1.7,-2,-5,-29,-15,-4,i,1,-0.4
Cc1cc(C)n2nc(SCc3nc4ccccc4[nH]3)nc2n1,1.3,-3,-3,-3,-1,-8,i,2,0.3
O=C1c2ccccc2C2(c3ccccc3)N1CCN2C(=O)C(Cl)(Cl)Cl (stereo not drawn),-0.9,-5,-4,-6,3,4,i,1,-0.9
COc1ccc(CNC(=O)c2csc(Cc3ccc(OC)cc3)n2)cc1,0.9,0,-2,-6,-8,7,i,0,-1.1
Cc1cc(C)cc(C(=O)NC(=S)Nc2ccc(Cc3ccncc3)cc2)c1,1.4,2,-4,26,-6,29,i,-2,-0.6
FC(F)(F)c1nc(N2CCN(c3ccccc3)CC2)nc2c1CCCCC2,-0.8,-2,-1,0,-7,11,i,4,-0.7
CCCCOc1ccc(C(=O)NNC(=O)C2C3C=CC(C3)C2C(=O)O)cc1 (stereo not drawn),-0.2,-3,-2,3,0,-5,i,-1,-0.2
CCC(CC)CC1CN2CCc3cc(OC)c(OC)cc3C2CC1(O)CC (stereo not drawn),1.5,2,0,-16,-5,-5,·,-5,0.8
O=C(COC(=O)c1cc(Cl)nc(Cl)c1)NCc1ccc2c(c1)OCO2,1.4,-2,-2,-8,-6,0,i,1,-0.2
CCOC(=O)C1NN=C(C(=O)c2ccccc2)C1c1ccc(Cl)cc1 (stereo not drawn),1.0,2,-4,-2,0,22,i,1,-0.5
CC1(C)CC(N2CCC(=O)N(C3CC(C)(C)NC(C)(C)C3)C2)CC(C)(C)N1,0.1,-2,0,3,-4,-8,i,1,-0.3
CS(=O)(=O)Nc1ccc(C(=O)NCCSC2CCCCC2)cc1,·,1,0,-18,-4,-3,i,1,-0.4
Oc1ccccc1Oc1ncc(Br)c(N2CCOCC2)n1,0.6,-2,-1,4,1,-1,i,1,-0.3
COc1ccc(CN2CCN(C(C)C)C(CCO)C2)cc1Cn1cccn1 (stereo not drawn),1.9,5,-13,-6,5,-5,i,-1,-0.6
CCC(=O)N1c2ccc(S(=O)(=O)CCC(=O)N3CCn4c3nc3ccccc34)cc2CC1C (stereo not drawn),-0.5,4,-12,2,-11,28,i,-1,-3.1
COc1cc(C(=O)Nc2cccc(-c3nncn3C)c2)cc(OC)c1OC,0.8,-2,-5,8,-4,-7,i,-3,-1.0
CC(C)c1ccccc1NC(=O)COc1ccc(C(=O)NCCc2ccccc2)cc1,-1.0,-6,1,-6,-9,-5,i,0,-0.6
O=C(CCCCCn1c(=O)[nH]c2ccsc2c1=O)N1CCN(C2CCCCC2)CC1,0.8,-1,0,-10,-1,-3,i,0,0.4
CC1=NN(c2ccccc2)C(=O)C1C(=O)c1cc([N+](=O)[O-])cc([N+](=O)[O-])c1 (stereo not drawn),-0.2,-5,-3,-7,-12,10,i,-4,-0.1
N/C(=N\OC(=O)CCCOc1ccc(Cl)cc1Cl)c1ccncc1,-0.6,-8,-3,-8,0,4,i,0,1.1
COC(=O)c1ccc(COc2cccnc2[N+](=O)[O-])cc1,0.5,-1,-2,-16,-2,2,i,1,-0.4

# Further records
SMILES,MsrA inh,CSN deneddyl inh,MsrA act,PABP1 MLLE inh,E coli Lon inh,FAS-TE inh,Neddylation inh,Rin1 Abl inh,TbMetRS inhib
CCOc1ccc(NC(=O)CSc2ccc(-c3cccnc3)nn2)cc1,-1.3,2,-6,14,-11,-1,i,2,-0.2
O=C(c1ccc(C(=O)N2CCOCC2)nc1)N1CCOCC1,-1.0,-1,-3,6,-5,-11,i,2,-0.5
CC(C)CN(C(=O)CN(C)C(=O)c1ccco1)c1c(N)n(CC(C)C)c(=O)[nH]c1=O,-0.5,-2,-6,-51,9,-5,i,5,-0.2
Cc1onc(-c2ccccc2Cl)c1C(=O)Nc1cccc(-c2cn3cccnc3n2)c1,·,-3,-11,-3,-6,-4,·,-5,-0.9
CN(C(=O)CSc1nnc2ccccn12)C1CCS(=O)(=O)C1 (stereo not drawn),0.5,0,-5,0,-6,-6,i,-1,-0.7
Cc1cccc(-c2noc(-c3csc([C@@H]4C[C@H](O)[C@@H](CO)O4)n3)n2)c1,1.0,0,-1,3,-3,-7,i,-2,-0.2
Cc1ccc(S(=O)(=O)NCCC(=O)OCC(=O)Nc2cccc(S(=O)(=O)NC3=NCCCCC3)c2)cc1,-0.7,-8,0,-15,5,4,i,-1,-0.1
COc1ccc(S(=O)(=O)N2CCN(CC(=O)NC(C)c3cccs3)CC2)cc1 (stereo not drawn),1.1,-5,-1,-18,3,1,i,2,-0.3
CCCCn1c(N)c(N(CC(C)C)C(=O)c2cc(S(=O)(=O)N3CCOCC3)ccc2Cl)c(=O)[nH]c1=O,2.6,0,-2,-15,1,-5,i,0,-0.1
CC(C)c1ccc(C(=O)Nc2ccc(S(=O)(=O)NC3=NCCCCC3)cc2)cc1,1.4,-2,2,12,-4,4,i,-1,-0.3

# For reference, four of the compounds above.
SMILES,MsrA inh,CSN deneddyl inh,MsrA act,PABP1 MLLE inh,E coli Lon inh,FAS-TE inh,Neddylation inh,Rin1 Abl inh,TbMetRS inhib
CC(C)CN(C(=O)CN(C)C(=O)c1ccco1)c1c(N)n(CC(C)C)c(=O)[nH]c1=O,-0.5,-2,-6,-51,9,-5,i,5,-0.2
Cc1onc(-c2ccccc2Cl)c1C(=O)Nc1cccc(-c2cn3cccnc3n2)c1,·,-3,-11,-3,-6,-4,·,-5,-0.9
CN(C(=O)CSc1nnc2ccccn12)C1CCS(=O)(=O)C1 (stereo not drawn),0.5,0,-5,0,-6,-6,i,-1,-0.7
Cc1cccc(-c2noc(-c3csc([C@@H]4C[C@H](O)[C@@H](CO)O4)n3)n2)c1,1.0,0,-1,3,-3,-7,i,-2,-0.2

# Remaining list, next part:
SMILES,MsrA inh,CSN deneddyl inh,MsrA act,PABP1 MLLE inh,E coli Lon inh,FAS-TE inh,Neddylation inh,Rin1 Abl inh,TbMetRS inhib
CC(OC(=O)CCN=C1NS(=O)(=O)c2ccccc21)C(=O)Nc1ccc(S(N)(=O)=O)cc1 (stereo not drawn),-0.8,1,-2,-40,-3,1,i,0,-0.3
CCOC(=O)c1cc(-c2nnc(SCC(=O)Nc3ccc(F)cc3)o2)c(C)nc1C,-1.0,0,-8,25,-12,4,i,2,-1.5
Cc1c(O)ccc(C(=O)CN2CCN(Cc3ccc4c(c3)OCO4)CC2)c1O,2.3,-12,-5,0,-2,-7,i,0,0.3
COc1ccc(CNCC(O)COc2cccc3c2OC(C)(C)C3)cc1 (stereo not drawn),-1.3,-2,-3,-5,-12,-3,i,0,0.1
COc1nc(NCCc2ccc(OC)c(OC)c2)nc(NC(C)(C)CO)n1,-1.6,-1,-3,-7,4,-10,i,0,-0.6
N#CCCCc1cc2cc(F)ccc2cn1,-1.1,0,-3,-3,2,-15,i,1,-0.2
COc1ccc(NCC(=O)Nc2cccc(C(F)(F)F)c2)cc1S(=O)(=O)N1CCOCC1,0.7,1,-2,-8,7,3,i,2,0.3

# Source: PubChem
